High-throughput results deposited in PubChem BioAssay by several laboratories.
VIM-2 inh – inhibitors of Pseudomonas aeruginosa VIM-2 metallo-beta-lactamase; purified VIM-2, nitrocefin hydrolysis, epi-absorbance fluorescence; inhibition, % at 5.6 µM; hit rate 0.89% among 290,000; AID 1527;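 active means inhibition above the mean of all tested compounds plus 3 SD, cutoff set per screening run, cut at about 7.5% in these data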;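 further: red hydrolysis product quenches plate fluorescence so inhibitors raise well fluorescence; 0% = enzyme with DMSO and 100% = DMSO without enzyme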
pCIP destab – compounds decreasing mouse p/CIP protein stability; Q05BA5; F442A p/CIP-EGFP cells, EGFP fluorescence, 16 h; decrease of EGFP signal, % at 10 µM; hit rate 0.01% among 290,000; AID 1984;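 active means EGFP signal decrease of at least 30% at 10 µM or well 3 SD below plate mean, unless failing retest; inactive means the rest, including hits failing retest or dose response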; further: some compounds called inactive have numbers as strong as hits; many of its hits are not listed in these tables
Target sequence (Q05BA5 1-1403): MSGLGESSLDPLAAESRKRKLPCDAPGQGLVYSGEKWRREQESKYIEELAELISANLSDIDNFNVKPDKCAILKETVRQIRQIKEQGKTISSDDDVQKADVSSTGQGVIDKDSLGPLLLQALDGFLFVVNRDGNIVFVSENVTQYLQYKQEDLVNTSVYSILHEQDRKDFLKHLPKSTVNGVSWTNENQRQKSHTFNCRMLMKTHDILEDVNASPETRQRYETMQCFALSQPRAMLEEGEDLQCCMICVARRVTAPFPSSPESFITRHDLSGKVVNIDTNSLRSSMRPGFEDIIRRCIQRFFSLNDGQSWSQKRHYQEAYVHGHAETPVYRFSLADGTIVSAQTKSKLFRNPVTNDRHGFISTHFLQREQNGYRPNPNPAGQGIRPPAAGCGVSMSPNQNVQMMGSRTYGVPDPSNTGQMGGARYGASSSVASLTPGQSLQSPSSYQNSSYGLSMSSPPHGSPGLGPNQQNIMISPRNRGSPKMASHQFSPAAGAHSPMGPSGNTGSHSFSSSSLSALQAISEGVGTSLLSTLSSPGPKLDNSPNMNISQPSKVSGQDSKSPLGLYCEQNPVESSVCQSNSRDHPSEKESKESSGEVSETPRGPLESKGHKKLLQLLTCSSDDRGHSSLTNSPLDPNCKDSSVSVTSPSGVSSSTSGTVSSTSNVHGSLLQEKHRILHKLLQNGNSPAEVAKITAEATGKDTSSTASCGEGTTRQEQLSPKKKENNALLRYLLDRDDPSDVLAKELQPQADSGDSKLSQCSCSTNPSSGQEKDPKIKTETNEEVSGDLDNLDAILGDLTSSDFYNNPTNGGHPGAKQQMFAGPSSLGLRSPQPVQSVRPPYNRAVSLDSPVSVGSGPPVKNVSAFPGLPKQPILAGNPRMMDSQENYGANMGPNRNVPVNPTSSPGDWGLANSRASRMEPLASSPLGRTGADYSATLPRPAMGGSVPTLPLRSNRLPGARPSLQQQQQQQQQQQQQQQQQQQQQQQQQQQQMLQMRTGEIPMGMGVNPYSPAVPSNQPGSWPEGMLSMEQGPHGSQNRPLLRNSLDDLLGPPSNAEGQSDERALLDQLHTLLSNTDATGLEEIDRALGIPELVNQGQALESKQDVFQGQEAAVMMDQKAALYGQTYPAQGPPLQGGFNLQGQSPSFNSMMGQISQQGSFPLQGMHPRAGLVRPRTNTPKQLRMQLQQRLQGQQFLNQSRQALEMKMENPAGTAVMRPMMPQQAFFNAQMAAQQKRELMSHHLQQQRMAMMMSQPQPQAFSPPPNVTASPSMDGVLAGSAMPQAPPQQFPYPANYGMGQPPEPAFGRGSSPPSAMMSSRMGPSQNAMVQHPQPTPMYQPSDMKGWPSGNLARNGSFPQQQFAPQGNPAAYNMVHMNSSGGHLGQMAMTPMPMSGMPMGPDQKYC
PHOSPHO1 inh – blocks human PHOSPHO1 phosphatase activity; AID 1565; recombinant PHOSPHO1, absorbance phosphatase assay; Q8TCT1; inhibition, % at 13.3 µM; hit rate 1.1% among 290,000; in the data active means inhibition above about 60%
SUMO HTRF inh – blocks human SUMOylation mediated by UBC9 | P63279 | HTRF SUMOylation assay, SAE1/SAE2 + UBC9, in vitro | inhibition, % at 35 µM | hit rate 0.36% among 290,000 | AID 2006; in the data active means inhibition above about 50%, passing the limit was not always enough; inconclusive means no clear call, values can overlap the other calls; further: strong numbers were not always called active
HCV NS3 hel inh – HCV NS3 helicase inhibition | NS3 helicase DNA unwinding, Cy5 molecular beacon fluorescence | inhibition, % at 10.9 µM | hit rate 0.56% among 290,000 | AID 1800;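 active means inhibition above the mean of all tested compounds plus 3 SD, set per campaign, cut at about 35% in these data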;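 further: 0% = DMSO wells and 100% = thioflavine S control wells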
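Measured by: Cy5 fluorescence, 0 and 60 min reads / Assay system: NS3 helicase fragment of HCV / Control set: low DMSO, high thioflavine S at 110 µM / Times: 1 h reaction at 25 °C, ATP-initiated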
IMP-1 inh – inhibitors of Pseudomonas aeruginosa IMP-1 metallo-beta-lactamase | hit rate 0.45% among 290,000 | purified IMP-1, nitrocefin hydrolysis, epi-absorbance fluorescence | AID 1556 | inhibition, % at 5.6 µM;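 active means inhibition above the mean plus 3 SD of all compounds in the same screening run, cut at about 4.5% in these data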;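 further: 0% = IMP-1 with DMSO and 100% = DMSO wells lacking enzyme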
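System – purified recombinant IMP-1 beta-lactamase · Input – IMP-1 dispensed at 0.2 nM · Timing – 15 min preincubation plus 25 min reaction at 25 °C · Signal – Epi-absorbance fluorescence, 480 nm excitation, 530 nm emission · Measure – percent IMP-1 inhibition derived from blank-referenced optical density · Controls – Enzyme-plus-DMSO low control, enzyme-free DMSO high control · Replication – singlicate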
FID counter – counter-screen for HCV NS3 helicase inhibitors: DNA intercalator displacement. DNA fluorescent intercalator displacement, fluorescence. inhibition, % at 7.9 µM. hit rate 0.17% among 290,000. AID 1845; in the data active means inhibition above about 37%;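 further: 0% = vehicle and 100% = reference compound; higher means more ethidium bromide displaced from hairpin DNA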
MEKK3 PB1 HTS – MEKK3-MEK5 PB1 interaction, increase or decrease; Q99759; bead-based flow cytometry, Alexa488-MEK5 binding to MEKK3; actives lie on both sides; 0 = blocked by unlabeled MEK5, 100 = vehicle; binding response (% of control), % at 10 µM; hit rate 1.4% among 290,000;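 active means binding response more than 3 SD above or below the average of its plate-row segment, actives on both sides; inconclusive means wells at one plate position flagged as instrument error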;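 further: Alexa488 bead fluorescence after subtracting the streptavidin-only scavenger bead signal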
IDE cell activ – boosts human insulin-degrading enzyme activity in HEK cells; FAbeta-B cleavage, fluorescence polarization; 0% vehicle, 100% cell-free pure enzyme wells; activation, % at 5.96 µM; hit rate 0.073% among 340,000; AID 493087;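 active means activation above the mean of all tested compounds plus 3 SD, set per screening campaign, cut at about 17% in these data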
The depositor's hits bear a star; ? = inconclusive; . = not tested or not shown.

molecule	VIM-2 inh	pCIP destab	PHOSPHO1 inh	SUMO HTRF inh	HCV NS3 hel inh	IMP-1 inh	FID counter	MEKK3 PB1 HTS	IDE cell activ
Cn1c(=O)c2c(nc(CN3CCN(Cc4ccccc4)CC3)n2Cc2cccc(Cl)c2)n(C)c1=O	-1.7	-8	16	-12	-8	-2.1	-2	113	2
CC(C(=O)NCC1(c2ccccc2)CCCC1)N1CCCC1 (stereo not given)	-1.6	-12	-11	-7	-3	-1.9	3	91	-2
CCOC(=O)C1CCN(C(=O)c2ccc(OCC(=O)Nc3cccc(C(F)(F)F)c3)cc2)CC1	-1.4	-8	48	0	-13	-5.2	-47	101	3
CCCCN(CCCC)C(=O)c1cn(CC)c2cc(N3CCN(C)CC3)c(F)cc2c1=O	-1.2	-9	.	13	-12	-0.8	4	104	2
O=C1OC(N2CCN(C/C=C/c3ccccc3)CC2)c2ccccc21 (stereo not given)	0.9	2	18	23	-11	-1.5	4	.	3
O=C(COc1ccc2c3c(c(=O)oc2c1)CCC3)NCc1ccccn1	17*	-5	53	7	3	1.4	-28	100	5
O=c1ccc(-c2ccc(S(=O)(=O)N3CCCCC3)o2)n[nH]1	-2.2	1	-3	11	-2	-4.1	-8	95	6
CCn1cc(C(=O)N2CCN(c3ccccc3)CC2)c(=O)c2cc(S(=O)(=O)N3CCOCC3)ccc21	-2.8	-2	1	-1	-1	-0.8	-41	106	5

A second format for some results above:
Every second line gives: VIM-2 inh | pCIP destab | PHOSPHO1 inh | SUMO HTRF inh | HCV NS3 hel inh | IMP-1 inh | FID counter | MEKK3 PB1 HTS | IDE cell activ
CCOC(=O)C1CCN(C(=O)c2ccc(OCC(=O)Nc3cccc(C(F)(F)F)c3)cc2)CC1
    -1.4 | -8 | 48 | 0 | -13 | -5.2 | -47 | 101 | 3
CCCCN(CCCC)C(=O)c1cn(CC)c2cc(N3CCN(C)CC3)c(F)cc2c1=O
    -1.2 | -9 | . | 13 | -12 | -0.8 | 4 | 104 | 2

Remaining list, next part:
molecule	VIM-2 inh	pCIP destab	PHOSPHO1 inh	SUMO HTRF inh	HCV NS3 hel inh	IMP-1 inh	FID counter	MEKK3 PB1 HTS	IDE cell activ
CC12CC(NC(=O)N1c1cccc(C(=O)N3CCN(c4ccccn4)CC3)c1)c1ccccc1O2 (stereo not given)	-3.6	-3	7	20	2	-3.4	-50	96	-3
C[N+](C)(C)CCNC(=O)c1cc[n+](Cc2ccccc2)c(/C=N/O)c1	-1.0	9	-65	-12	10	-1.5	23	105	1
Cc1cc(C)c(C#N)c(Nc2cccc(Br)c2)n1	-0.9	-2	.	17	-6	-2.1	-8	104	2
CCOc1ccccc1N(C(=O)c1snc(C(N)=O)c1N)C(C(=O)NCCC(C)C)c1ccco1 (stereo not given)	-2.7	-6	-1	11	-1	-3.2	-29	102	-2
COc1ccccc1NC(=O)c1nc[nH]c1C(=O)Nc1ccccc1OC	-1.5	-19	-153	12	-6	-2.8	-1	102	0
O=C1OC(N2CCN(c3ccccn3)CC2)c2ccccc21 (stereo not given)	-2.1	7	-3	12	10	-1.6	4	109	2
CCN(CC)c1ccc(/C=C2\C(=O)c3ccc(C(=O)O)cc3C2=O)cc1	-4.3	-3	-14	23	12	-0.5	-13	94	-106
COCCNC(=O)c1onc(CSc2ccc(F)c(F)c2)c1C(=O)O	-1.2	-2	-6	-18	2	-2.4	-2	100	0
O=C(O)c1ccc(Sc2nnc3ccccn23)c([N+](=O)[O-])c1	-0.6	-3	-3	32	11	-2.4	1	96	-5
COc1ccc(CCNC(=O)c2ccc(CNS(=O)(=O)c3ccccc3)cc2)cc1OC	1.1	-16	-16	-8	3	0.2	-29	93	8
C[N+]1(CC(=O)OC2CCCCCCCCCCC2)CCCC1	-0.7	-10	-5	-3	-16	-1.6	27	100	2
CSc1cccc(NC(=O)C2CCN(C(=O)c3ccccc3C)CC2)c1	-0.8	-6	11	0	6	-0.3	-23	151*	-2
C[C@H]1C=C(C(=O)NC2CC2)O[C@@H](OCc2ccc(CO)cc2)C1	.	2	26	8	.	.	.	94	2
O=C(O)/C=C/C(=O)NCCc1cccc(Cl)c1	-3.8	4	44	5	1	-4.2	4	100	-1
COc1ccc(CNC(=O)Nc2cc(C)ccc2C)cc1	-0.5	2	18	-1	-19	-1.3	-1	98	2
Cn1c(N)c(C(=O)COC(=O)c2ccc3c(c2)OCCO3)c(=O)n(C)c1=O	-3.0	-9	11	9	5	-3.0	-2	96	2
COC(=O)c1nc2cc3c(cc2c(C)c1C(=O)OC)OCO3	0.5	-7	26	22	-3	-2.1	4	95	1
CCOc1ccc(S(N)(=O)=O)cc1-c1nc2c(C(C)(C)C)nn(C)c2c(=O)[nH]1	-0.4	-15	-6	-4	9	-2.8	-23	85	-3
COc1ccc(S(=O)(=O)Nc2ccc(S(=O)(=O)N3CCOCC3)cc2)cc1C	-1.6	-9	-21	10	-10	-4.6	-17	103	2
COc1ccc(C(=O)N=c2nc3ccccn3s2)cc1	-2.4	-5	1	6	-4	-3.4	-6	99	2
COC(=O)CC1SC(=O)NC1=Nc1ccc(O)cc1 (stereo not given)	-0.4	1	-32	-2	3	-3.0	1	105	4
CCC(C)(C)NC(=O)C(c1ccc(OC)cc1)N(C(=O)CCC(=O)Nc1cc(C)on1)c1ccc(OC)c(OC)c1 (stereo not given)	0.1	-1	16	-4	-10	-2.7	-47	101	-1
CCCCCC(=O)N/N=C(\C)c1ccccn1	-9.0	2	11	-17	-4	-2.5	-5	100	5
Cc1cc(NC(=O)c2c(Cl)c(C)nn2C)no1	-3.7	-16	-55	2	2	-2.2	-5	.	-1
COC(=O)c1ccc(NC(=S)NN2CCOCC2)cc1	-3.2	13	13	-1	-3	-4.2	8	102	0
O=c1oc2ccccc2cc1-c1nnc(NCc2ccco2)s1	-0.8	-6	14	?	-3	-4.4	-4	96	1
CCOC(=O)C1=C(OCc2ccc(Cl)cc2)C2C=C(C)C=CC2N=C1 (stereo not given)	2.6	2	5	4	1	-2.5	-26	96	-1
O=C(Cc1c(O)c2ccccc2[nH]c1=O)NCc1ccccc1F	-2.5	-11	12	24	10	-4.2	0	102	2
CC12CN(Cc3ccccc3)CC(C)(CN(Cc3ccccc3)C1)C2=O	-3.1	10	26	8	-5	-3.1	6	103	0
Cc1ccc(C(=O)N2CCN(C)CC2)cc1S(=O)(=O)N1CCOCC1	1.5	-14	46	-3	9	-0.1	2	98	5
Cc1cccc(NC(=O)CSc2nc(-c3ccccc3)c(C#N)c(=O)[nH]2)c1C	-1.9	-13	27	14	16	-2.4	-24	.	3
CCCCN1C(=O)CC(C(=O)O)C1c1ccc(OC)cc1 (stereo not given)	-3.8	-1	0	20	0	-4.0	-3	97	-4
CCCCCCCC(=O)N/N=C/c1ccncc1	-2.8	-19	0	-3	-2	-3.7	-22	88	-3
CCN1CCC2(CC1)N=C(c1ccc(F)cc1)C(=S)N2C(=O)c1ccc(C)cc1	-3.2	2	-29	5	-1	-0.9	4	101	2
C/C(=C(\C#N)C(=O)NCc1ccccc1)N(C)C	-3.4	-1	8	-4	-5	-2.7	-4	102	6
Cc1c(C)c2c(OCC(=O)N[C@@H](Cc3ccccc3)C(=O)O)cc3c(c2oc1=O)CCC(C)(C)O3	40*	2	18	39	-29	0.0	-4	100	0
CC(=O)c1cccc(N(C(=O)Cn2nnc3ccccc32)C(C(=O)NC2CCCCC2)c2cn(C)nc2C)c1 (stereo not given)	-2.3	4	10	5	-11	-1.7	-16	86	4
Cc1nnc2ccc(N3CCC4(CC3)OCCO4)nn12	-4.1	-14	10	27	5	-3.0	1	90	-4
COc1ccc(C(=O)N(C)c2ccccc2C(=O)NCCc2ccccc2)cc1	-3.7	-8	26	10	-5	-2.1	-32	98	7
N#CC1(c2ccccc2)CCCN1C(=O)c1ccco1 (stereo not given)	-1.5	1	3	-9	3	1.0	-1	93	4
O=[N+]([O-])c1cc(C(F)(F)F)ccc1SCC(O)CO (stereo not given)	-1.5	-17	51	16	4	-2.5	0	107	5
O=C(N/N=C/c1ccc(Br)cc1)c1cc[n+](Cc2ccccc2)cc1	-2.8	-6	-26	-13	-3	-1.2	2	101	-3
O=S(=O)(c1ccccc1)c1cnc(-c2ccccc2)nc1N1CCCCC1	-1.5	5	26	-14	-6	-2.8	-16	105	-1
CSc1ncccc1C(=O)OCC(=O)c1ccc2c(c1)NC(=O)CO2	-0.5	-15	-6	21	8	-2.2	2	92	-3
O=C(CSc1nc2ccccc2c(=O)[nH]1)Nc1ccc(S(=O)(=O)N2CCCC2)cc1	0.4	-2	9	5	3	-0.7	2	101	-10
O=S(=O)(N/N=C\c1cccnc1)c1ccccc1	-1.2	-2	-14	0	-6	-3.3	4	113	1
Cc1noc(C)c1COC(=O)c1ccc(N(C)C)cc1	0.3	5	12	-15	-5	-1.1	-15	95	2
CC(=O)Nc1ccc(Oc2nc(C)cc(C)n2)cc1	-3.6	-16	-25	-3	-5	-0.5	-3	100	5
CC(=O)c1cccc(NC(=O)C2COc3ccccc3O2)c1 (stereo not given)	-0.8	-16	46	0	-5	-1.6	-6	102	7
O=C(CSCc1ccc(F)cc1)N1CCOCC1	-1.4	-7	3	-9	0	-0.5	-1	103	-1
Cc1[nH]c2ccccc2c(=O)c1C(=O)/C=C/c1ccccc1	-2.0	-9	51	-3	-13	-3.4	-4	119	9
CC(=O)Nc1ccc(C2=NN(c3ccccc3)C(c3cccs3)C2)cc1 (stereo not given)	-2.6	-9	17	9	-5	-0.1	-3	108	9
COc1ccc(Nc2nc(NC(C)(C)C)nc(N3CCCC3)n2)c(OC)c1	-1.9	11	-7	-47	-37	-2.2	2	110	8
N=C1C(c2nc3ccccc3[nH]2)=C(O)CN1c1ccccc1	-5.4	0	12	-21	2	-6.7	-2	109	-2
O=C1CC(c2ccccc2)=Nc2ccc(Br)cc2N1	-2.1	7	32	13	-2	-2.9	-7	102	-2
O=c1c2cc3c(=O)n(CC4CCCO4)c(=O)c3cc2c(=O)n1CC1CCCO1 (stereo not given)	-0.1	-8	18	2	-3	-5.5	4	98	4

(next part)
molecule	VIM-2 inh	pCIP destab	PHOSPHO1 inh	SUMO HTRF inh	HCV NS3 hel inh	IMP-1 inh	FID counter	MEKK3 PB1 HTS	IDE cell activ
CC(C)N=C(NS(=O)(=O)c1ccccc1)C(Cl)(Cl)Cl	-1.7	-30	-7	22	-3	-0.9	-2	110	0
CCS(=O)(=O)C1=NN2C(=N)/C(=C\c3ccc(OS(=O)(=O)c4ccccc4)c(OC)c3)C(=O)N=C2S1	0.8	-34	54	8	19	-0.1	15	98	.
Cc1ccc(S(=O)(=O)N2CCN(c3c([N+](=O)[O-])cc(C(F)(F)F)cc3[N+](=O)[O-])CC2)cc1	-0.7	-6	-2	-9	5	-2.3	-7	109	6
Cc1ccccc1/C=N\NC(=O)c1ccc(Cn2cccn2)o1	-3.0	0	-7	5	8	-1.4	-9	87	1
O=C(O)c1ccccc1OCc1nc2ccccc2s1	-1.5	-12	14	1	5	-3.0	-26	98	-5
CC(C)C(NS(=O)(=O)c1cccs1)C(=O)N(C)Cc1ccccc1 (stereo not given)	-1.7	-11	13	5	-2	-5.7	-10	98	6

This is a subset, so the mix of outcomes need not match the whole.
